Screens deposited in PubChem BioAssay by several laboratories.
RORa activator: activators of orphan receptor RORA, primary screen, cell-based, luminescence | CHO-K1 Gal4-RORA LBD luciferase reporter; percent increase over mock-subtracted basal signal | activation, % at 10 µM | actives 1.5% (n = 65,000);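 active = activation above the mean of all tested compounds plus 3 SD, cut at about 49% in these data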;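 also: 0% = DMSO-treated RORA cells and 100% = added signal equal to DMSO minus mock-transfected cells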
DUSP1 inh: MKP-1 phosphatase inhibitors, primary screen, biochemical, in vitro; recombinant MKP-1, OMFP hydrolysis fluorescence; inhibition, %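 (compounds tested at a single concentration somewhere between 10 and 100 µM)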; actives 0.15% (n = 65,000); AID 374, 2006;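 active = inhibition above about 50%, limit read from the data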;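 also: 0% = DMSO max control wells and 100% = wells with enzyme stopped by NaOH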
Cdc25B inh: inhibitors of Cdc25B phosphatase catalytic domain, primary screen, biochemical, OMFP fluorescence; AID 368, 2006; actives 0.1% (n = 65,000); inhibition, %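 (compounds tested at 10 µM final in the well)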; recombinant Cdc25B, OMFP fluorescence Ex485/Em525; M-phase inducer phosphatase 2 (Homo sapiens), P30305; in the data active = inhibition above about 50%
D1 allo mod: D1 CRE-luciferase signal change, two-sided – cell-based, HEK293 D1, dopamine EC30, D1 allosteric modulator project, primary screen | AID 641, 2007 | actives 5.9% (n = 58,000) | B-score at 10 µM | D(1A) dopamine receptor (Homo sapiens), P21728 | dopamine EC30 potentiation; actives deviate in either direction;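 active = luminescence count or its row- and column-corrected plate score outside the 99.7% band of the plate's sample wells, on either side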
Hsp90 block: tumor Hsp90 inhibitors, primary screen, cell lysate, fluorescence polarization, NCI-N417 lysate. actives 0.35% (n = 64,000). Heat shock protein HSP 90-alpha (Homo sapiens), P07900. AID 429, 2006. Cy3B-geldanamycin FP displacement. inhibition, % at 30 µM;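 active = inhibition above 50%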;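 also: 0% = tracer plus lysate wells and 100% = tracer alone without lysate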
Her2 expr inh: inhibitors of Her2 protein expression, primary screen, SKBR-3 cells, AlphaScreen, 66K library; Receptor tyrosine-protein kinase erbB-2 (Homo sapiens), P04626; HER2 level % of control, % at 10 µM; actives 0.69% (n = 65,000); SKBR-3 HER2 protein level, 18-24 h; active compounds read low;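 active = HER2 level under 5% of the carrier-only control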;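 also: 100% = DMSO carrier and 0% = 500 nM PU-H71 HSP90 inhibitor; lower value means stronger loss of Her2 protein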
Target sequence (P04626 whole entry, looked up): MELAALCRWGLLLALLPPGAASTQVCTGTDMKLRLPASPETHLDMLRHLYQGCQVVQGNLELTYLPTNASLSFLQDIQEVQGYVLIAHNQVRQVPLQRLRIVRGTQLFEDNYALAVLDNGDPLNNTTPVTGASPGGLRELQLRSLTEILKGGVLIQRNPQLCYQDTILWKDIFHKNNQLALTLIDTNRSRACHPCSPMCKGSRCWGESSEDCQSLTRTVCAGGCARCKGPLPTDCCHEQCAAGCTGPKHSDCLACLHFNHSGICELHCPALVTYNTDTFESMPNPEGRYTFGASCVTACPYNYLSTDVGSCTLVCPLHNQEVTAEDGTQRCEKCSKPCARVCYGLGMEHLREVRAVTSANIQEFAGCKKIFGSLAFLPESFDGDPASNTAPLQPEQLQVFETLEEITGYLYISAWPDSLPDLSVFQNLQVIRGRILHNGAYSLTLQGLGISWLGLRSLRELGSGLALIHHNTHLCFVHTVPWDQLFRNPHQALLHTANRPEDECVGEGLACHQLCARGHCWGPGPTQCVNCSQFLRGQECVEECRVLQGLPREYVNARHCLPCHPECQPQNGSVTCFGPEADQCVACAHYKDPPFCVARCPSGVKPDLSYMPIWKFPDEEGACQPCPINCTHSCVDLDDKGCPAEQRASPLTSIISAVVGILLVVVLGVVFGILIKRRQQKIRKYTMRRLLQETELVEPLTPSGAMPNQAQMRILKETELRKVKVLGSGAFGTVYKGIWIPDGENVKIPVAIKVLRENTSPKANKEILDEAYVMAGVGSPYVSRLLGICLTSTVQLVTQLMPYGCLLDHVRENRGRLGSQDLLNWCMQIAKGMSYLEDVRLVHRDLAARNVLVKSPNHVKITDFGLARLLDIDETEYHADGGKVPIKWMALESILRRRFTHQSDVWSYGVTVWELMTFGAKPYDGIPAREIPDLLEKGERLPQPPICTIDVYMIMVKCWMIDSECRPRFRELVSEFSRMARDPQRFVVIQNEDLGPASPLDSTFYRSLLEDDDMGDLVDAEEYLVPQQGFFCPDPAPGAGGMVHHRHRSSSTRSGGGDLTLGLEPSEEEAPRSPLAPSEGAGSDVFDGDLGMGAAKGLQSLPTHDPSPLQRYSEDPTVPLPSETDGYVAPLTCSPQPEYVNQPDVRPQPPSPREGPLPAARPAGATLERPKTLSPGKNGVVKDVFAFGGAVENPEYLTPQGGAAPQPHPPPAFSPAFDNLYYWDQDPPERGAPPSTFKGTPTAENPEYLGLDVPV
SF1 activator: activators of human SF-1, primary screen, cell-based, CHO-K1, Gal4-SF-1 LBD, luciferase luminescence; actives 1.9% (n = 65,000); AID 522, 2006; Steroidogenic factor 1 (Homo sapiens), Q13285; CHO-K1 Gal4-SF-1 LBD luciferase reporter; % increase over DMSO SF-1-specific signal; activation, % at 10 µM;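 active = activation above the mean activation of all tested compounds plus 3 SD, cut at about 50% in these data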
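Material: CHO-K1 cells with Gal4–hSF-1 LBD chimera plus Gal4-driven luciferase / Input: 4,000 CHO-K1 cells per well / Incubation: compound exposure 20 h at 37 °C / Signal: luminescence read 15 min after SteadyLite luciferase reagent, after room-temperature equilibration / Read-out: percent activation versus DMSO / Benchmarks: DMSO negative control and −SF1 background wells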
TNAP act mid DEA: human TNAP enzyme activators, primary screen, biochemical, luminescent, intermediate phosphate acceptor level. purified TNAP, CDP-star luminescence, 100 mM DEA, 30 min; active compounds read high; scale: 0 levamisole-inhibited, 1 vehicle-only enzyme. activation factor at 20 µM. 64,000 tested, under 10 active. AID 813, 2007;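 active = activation factor of at least 2 at 20 µM, relative to controls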
FXIIa inh mix: human factor XIIa inhibitors, primary screen, biochemical, pooled compound mixtures, fluorogenic substrate; purified FXIIa; actives 0.2% (n = 62,000); Coagulation factor XII (Homo sapiens), P00748; inhibition, % at 5 µM; in the data active = inhibition above about 20%, passing the limit was not always enough;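 also: 0% = enzyme without compound and 100% = no enzyme blank; some results filed as inactive read as strong as hits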
Starred values were filed as active, the others as inactive; nt = no result given. Outcome played no part in choosing rows; any-hit rate near 8.9%.

Sample of the layout (2 entries):
SMILES	RORa activator	DUSP1 inh	Cdc25B inh	D1 allo mod	Hsp90 block	Her2 expr inh	SF1 activator	TNAP act mid DEA	FXIIa inh mix
COc1ccccc1CN1C(=S)SC(C)(C)C1NO (configuration not stated)	2.3	4.5	0.9	0.0139	-4.6	89.3	8.6	0.9	-16.2
CCCn1c(SCC(=O)N2CCCCC2)nnc1-c1ccco1	-22.7	-0.6	-12.7	nt	0.2	83.2	-6.7	0.9	-0.3

The listing, from the start:
SMILES	RORa activator	DUSP1 inh	Cdc25B inh	D1 allo mod	Hsp90 block	Her2 expr inh	SF1 activator	TNAP act mid DEA	FXIIa inh mix
COc1ccccc1CN1C(=S)SC(C)(C)C1NO (configuration not stated)	2.3	4.5	0.9	0.0139	-4.6	89.3	8.6	0.9	-16.2
CCCn1c(SCC(=O)N2CCCCC2)nnc1-c1ccco1	-22.7	-0.6	-12.7	nt	0.2	83.2	-6.7	0.9	-0.3
O=c1c2cnn(-c3ccccc3)c2nc(-c2ccco2)n1-c1ccccc1	-21.9	16.5	7.8	-0.0524	nt	50.6	-2.3	0.9	-18.2
C=COCCn1c(-c2nonc2N)nc2ccccc21	4.3	8.3	-6.7	nt	-1.5	79.9	-15.4	0.9	8.4
CC1(C)Cc2ccccc2-c2nnc(-c3ccccc3)n21	-1.3	1.8	-4.4	-0.0184	0.8	75.8	-25.2	1.1	12.7
CCCCc1ccc(C2C(C#N)=C(N)SC(N)=C2C#N)s1	8.1	-5.7	-3.8	2.48	-9.7	148.5	15.6	0.8	6.1
Cc1ccc(N2CCN(C(=O)CNS(=O)(=O)c3ccc(Br)s3)CC2C)cc1 (configuration not stated)	-13.6	5.7	3.6	-1.16	-0.6	87.2	7.6	1	-18.4
c1ccc(-n2c(Cc3cn4ccsc4n3)nnc2N2CCOCC2)cc1	-12.8	-2.5	1.8	-0.0516	-0.1	124.5	6.0	0.9	2.4
O=C(Oc1ccccc1C(=O)N1CCOCC1)c1ccc(Br)cc1	nt	7.0	-13.5	-1.01	nt	133.9	nt	1	3.8
COc1ccc(OC)c2[nH]c(=O)c(CCNC(=O)c3ccc(S(=O)(=O)N(C)C)cc3)cc12	6.3	22.4	0.4	0.727	-0.3	87.7	-0.7	1	-15.0
O=c1[nH]c(CN2CCN(Cc3ccc4c(c3)OCO4)CC2)nc2ccccc12	1.1	5.8	-2.7	-0.283	-2.9	100.8	-11.7	nt	nt
CCc1cccc(C)c1NC(=O)c1cc(C)oc1C	-23.3	7.6	-2.2	1.29	-3.5	94.5	-3.1	0.9	14.8
CCCCNC(=O)c1sc(=S)n2c1[nH]c(=O)c1ccccc12	-4.0	15.8	-8.0	-2.1	0.0	86.1	3.7	0.9	6.0
Cc1ccc(-c2cc(C(=O)Nc3cc(C)ccc3C)[nH]n2)c(O)c1	3.8	1.2	-0.9	-0.185	2.2	120.0	0.3	1	4.0
Cc1cc(NC(=O)c2cc3ccccc3o2)cc(C)c1OCC(=O)N1CCOCC1	22.4	-1.0	-10.8	-0.594	-1.1	84.6	3.2	0.9	7.0
COc1cccc(C(=O)NC2=NCCS2)c1OC	4.8	-2.7	-13.6	-0.701	-0.5	104.5	19.8	0.9	9.8
O=S(=O)(NCCCCCNS(=O)(=O)c1ccccc1)c1ccccc1	6.6	-1.7	2.7	1.22	0.1	56.9	3.5	1	4.7
O=C(NCC(F)(F)F)Nc1nnc(C(F)(F)F)s1	-11.0	-9.9	-19.5	-0.000524	3.2	77.5	-7.0	0.9	nt
O=C(c1ccc(Cl)cc1Cl)C1(n2cncn2)Oc2ccccc2C1O (configuration not stated)	3.1	-7.6	-3.5	-0.644	0.4	92.1	2.8	0.9	14.5
COc1ccc(OC)c(S(=O)(=O)N(C)CC(=O)N2CCN(c3ccc(F)cc3)CC2)c1	10.1	22.6	-8.3	-0.518	1.8	64.0	-1.1	0.9	-17.2
O=c1c2ccccc2nnn1CSc1nnc2sc3ccccc3n12	-11.2	12.2	-9.9	-7.75*	-5.8	80.8	39.9	0.8	-2.0
COC(=O)c1ccc(CSc2nc(-c3ccccc3)cs2)o1	-18.1	-3.3	-4.1	0.763	-3.6	69.4	14.9	0.9	2.7
Cc1nnc(SCc2ccc(F)cc2)s1	14.4	0.8	-16.8	0.438	-2.2	108.7	24.6	0.9	1.9
CCn1c(=O)c(C(=O)NCc2ccc(OC)c(OC)c2)c(O)c2ccccc21	-3.8	-18.9	-0.1	-0.00113	-4.0	64.0	9.6	0.9	6.7
CCC(c1ccccc1)c1nc(-c2ccccn2)no1 (configuration not stated)	-0.6	8.3	-6.2	-7.05*	1.2	75.3	19.6	0.9	-12.2
Cc1ccccc1CS(=O)(=O)Cc1ccc(C(=O)NCc2ccccn2)o1	-2.2	-0.4	-3.7	-0.0533	19.6	83.0	-18.7	0.9	2.5
CCN(C(=O)CSc1nc2nc(C)cc(C)n2n1)c1cccc(C)c1	-12.1	-3.2	-4.5	-0.114	-2.5	133.1	-1.3	1	-1.0
CCn1c(SCC(=O)N2CCCc3ccccc32)nnc1-c1ccco1	-16.9	1.8	-15.6	-0.896	-2.9	97.3	-1.6	1	1.4
NS(=O)(=O)c1ccc(CCNC(=O)c2cccnc2)cc1	-14.6	4.9	-5.6	-0.00274	-14.4	75.8	2.5	0.8	11.0
Cc1ccc(S(=O)(=O)C2(C(=O)N3CCCCCC3)CC2)cc1	-11.2	1.5	-8.0	-0.034	-4.8	89.6	-4.2	0.8	-1.5
COC(=O)c1ccc(Cl)c(NC(=O)CSc2ncn[nH]2)c1	-7.0	8.6	-0.6	-0.000551	-5.6	84.4	17.0	1	1.6
O=S(=O)(Cc1ccccc1)NCc1ccccn1	-0.3	-2.3	-15.2	-0.506	-1.7	118.6	-12.1	0.9	-15.0
COC(=O)C1=C(C(=O)c2ccccc2)C(c2ccc(O)c(OC)c2)n2nnnc2N1 (configuration not stated)	-1.5	-10.8	1.6	-0.0344	-7.4	62.5	-4.8	1	1.9
O=C(CN1CC(c2ccccc2)CC1=O)Nc1ccc2c(c1)OCO2 (configuration not stated)	-3.8	8.1	4.4	0.399	46.8	95.5	-12.3	0.8	-7.1
CCC1(C)Cc2ccccc2-c2c1c(=O)n(Cc1ccccc1)c1nnnn21 (configuration not stated)	-13.7	-1.1	-12.5	-0.441	2.9	98.5	-12.1	0.8	11.1
COc1ccc(CCCc2nnc(SCC(=O)Nc3ncc(C)s3)o2)cc1	17.3	-12.0	2.9	-0.101	-3.2	93.5	8.3	0.9	-25.7
CC(C)c1nc(SCC(=O)N2CCOCC2)c2c(=O)n(C)c(=O)n(C)c2n1	7.3	-7.4	-11.7	-0.0718	-1.3	93.0	1.9	1	4.0
Cc1cc(-c2ccco2)n(CC(=O)NCCCc2ccccc2)n1	-20.7	3.4	-12.4	-0.89	-2.0	85.2	-23.1	0.9	2.9
CCN(CC)S(=O)(=O)c1ccc(C(=O)Nc2ncn(Cc3ccccc3)n2)cc1	9.9	21.8	2.9	nt	-3.2	101.7	-8.6	1	-0.7
O=c1c2c3c(sc2n2cnnc2n1Cc1ccccc1)CN(Cc1ccccc1)CC3	-13.0	-9.2	-17.3	0.706	-8.9	114.7	-7.8	0.8	nt
C=CCOC(=O)C1=C(C)OC(N)=C(C#N)C1c1ccc2c(c1)OCO2 (configuration not stated)	-2.4	12.1	-6.3	0.164	-0.9	80.0	-5.4	0.8	8.0
COCCn1nnnc1C(c1ccccc1)N1CCN(C)CC1 (configuration not stated)	-13.2	-18.0	5.2	-1.4	0.5	107.2	8.9	1	12.0
CCN(CC)CCOc1ccc(Br)cc1	-6.6	-0.8	-14.7	-1.13	-1.4	120.2	-3.4	0.9	1.4
CCn1cc(C(=O)NCCCN2CC(C)CC(C)C2)c2cc(OC)c(OC)cc2c1=O (configuration not stated)	-13.9	nt	nt	nt	nt	119.6	-4.7	1	-19.6
COc1ccc(NC(=O)c2c(NC(=O)CNCc3ccco3)sc3c2CCC3)cc1	8.8	11.0	-6.7	0.212	-4.1	80.1	0.1	0.9	nt

Filtered by structure, the compounds so far with a cyano group (2)
SMILES	RORa activator	DUSP1 inh	Cdc25B inh	D1 allo mod	Hsp90 block	Her2 expr inh	SF1 activator	TNAP act mid DEA	FXIIa inh mix
CCCCc1ccc(C2C(C#N)=C(N)SC(N)=C2C#N)s1	8.1	-5.7	-3.8	2.48	-9.7	148.5	15.6	0.8	6.1
C=CCOC(=O)C1=C(C)OC(N)=C(C#N)C1c1ccc2c(c1)OCO2 (configuration not stated)	-2.4	12.1	-6.3	0.164	-0.9	80.0	-5.4	0.8	8.0

New compounds follow:
SMILES	RORa activator	DUSP1 inh	Cdc25B inh	D1 allo mod	Hsp90 block	Her2 expr inh	SF1 activator	TNAP act mid DEA	FXIIa inh mix
Cc1nc(-c2c(-c3ccc(O)cc3O)noc2C(F)(F)F)cs1	-31.5	-18.4	-15.6	nt	74.2*	55.3	7.8	0.9	nt
CC1CN(C(=O)c2ccc3c(c2)OCO3)OC(c2ccccc2)O1 (configuration not stated)	-14.0	-0.1	-8.8	-0.0195	-2.5	85.9	-5.3	1	5.3
CCn1cc(C(=O)NCCCN(C)c2ccccc2)c(=O)c2cc(S(=O)(=O)N(C)C)ccc21	20.0	12.9	-12.8	5.56*	-2.2	78.7	1.4	0.9	4.0
CC(=O)c1sc2nc(=O)c(C)nn2c1C	0.4	5.3	-2.5	0.13	-5.0	86.4	-13.7	1	0.6
O=C(Cc1ccc(Cl)cc1)Nc1ccc2oc(-c3ccncc3)nc2c1	9.8	6.8	-3.7	-0.478	-5.0	21.4	-7.0	0.9	2.8
COc1ccc(OC)c(N2C(N)=NC(N)=NC23CCCC3)c1	-9.2	-2.3	-15.6	-0.28	-2.5	73.2	2.2	0.9	2.3
COC(=O)c1cc2sccc2n1CC(=O)Nc1ccc(OC)c(OC)c1OC	-5.3	17.4	-10.0	nt	-2.6	98.4	-11.2	0.9	27.9
COc1ccc(C(c2sc3ncnn3c2O)N2CCN(c3ccccc3F)CC2)cc1OC (configuration not stated)	43.2	17.9	4.4	4.77*	-4.4	72.0	10.4	1	-7.1
CC(=O)Oc1cccc(N2C(=O)C3CC=C(Cl)CC3C2=O)c1 (configuration not stated)	25.8	8.7	-14.0	-0.496	-1.2	83.4	-2.8	0.9	-1.2
COc1ccc(C2C(C(=O)Nc3cccnc3)=C(C)Nc3nc(-c4ccco4)nn32)cc1 (configuration not stated)	-5.2	4.3	-13.0	0.046	-2.4	80.0	-15.7	0.9	7.2
CCCCc1cc(=O)oc2cc(OCc3nn[nH]n3)c(Cl)cc12	-9.1	19.6	2.4	0.244	-3.3	79.5	-0.9	0.9	7.0
CCn1cc(C(=O)NCC2CCCO2)c2cc(OC)c(OC)cc2c1=O (configuration not stated)	-3.3	17.8	11.5	0.727	nt	nt	6.6	0.9	8.7
CCCCn1c(SCC(=O)Nc2nnc(C)s2)nc2c1c(=O)n(C)c(=O)n2C	-12.5	-10.4	-0.1	1.14	0.3	135.7	22.7	1	-16.2
Cn1c(CNC(=O)Cc2ccc3c(c2)OCO3)nnc1SCc1ccccc1	5.2	2.6	-1.8	-0.183	1.0	104.9	-11.7	0.8	9.4
N#Cc1c(NC(=O)c2nc3ncccn3n2)sc2c1CCCCC2	32.0	0.5	-10.4	-4.29*	-14.0	105.7	14.5	0.8	3.5
